Screening data: PubChem BioAssay, National Center for Advancing Translational Sciences (NCATS)
PI4K2A inh – inhibitors of human PI4K2A; Q9BTU6; purified PI4K2A, ADP-Glo luminescence, 1 h; active compounds read low; activity change, negative = inhibition, % at 76.9 µM; 0.13% of 420,000 active; in the data active = activity change below about -50%; inconclusive = mostly about -30% to -49%;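 also: -100% = wells without enzyme as full effect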
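In this quantitative HTS, ADP production by PI4K2A was quantified luminescently after 1 h at ambient temperature; 100 microM adenosine served as plate-quality control.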
G9a block – blocks human histone lysine methyltransferase G9a. G9a H3K9 monomethylation, AlphaScreen, 2 h. 8.8% of 350,000 active. Potency, µM (titrated, usually from 102 µM), for inactives: at the top dose activity, negative = inhibition, actives largely listed as inhibitors. Q96KQ7; also: potency is read from the fitted curve at half-maximal effect; % is scaled to controls: 0 for no effect and ±100 for the full control effect; nearly all actives have a fitted effect of over 75% in size
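Chemiluminescent proximity detection of H3K9 monomethylation, read after 10 min bead incubation in the dark. Reaction: 20 nM G9a, 500 nM biotin-H3K9 peptide, 20 uM SAM cofactor, 2 h, room temperature, following 15 min enzyme-compound preincubation.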
HP1b binding inh – inhibitors of HP1-beta chromodomain binding to methylated histone tails; P83916; AlphaScreen HP1-beta / biotin-H3K9me3 peptide binding; Potency, µM (series often up to 114 µM), without a hit: at the top dose activity change, negative = inhibition, most hits filed as inhibitors; 0.56% of 390,000 active; also: potency is read from the fitted curve at half-maximal effect; nearly all actives have a fitted effect of over 70% in size; inactives centre near 23
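Compound inhibition of the preformed complex between 50 nM HP1-beta and 50 nM biotinylated H3K9me3 peptide was read by AlphaScreen. Buffer was PBS pH 7.4 with 0.01% Tween-20. Incubations ran 30 min at room temperature, with 10 ug/mL donor/acceptor beads.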
JMJD2A Tudor – JMJD2A Tudor domain (human) inhibition | O75164 | AlphaScreen JMJD2A-Tudor / H3K4me3 peptide binding | Potency, µM (highest dose often 114 µM), inactives show top-dose activity change, negative = inhibition, usual class: inhibitors | 4.4% of 390,000 active | AID 504339; also: potency is read from the fitted curve at half-maximal effect; % is scaled to controls: 0 for no effect and ±100 for the full control effect; nearly all actives have a fitted effect of over 50% in size
BAZ2B block – blocks human BAZ2B | AlphaScreen BAZ2B-H3K14Ac peptide displacement | Potency, µM (series often up to 114 µM), for the others: at the highest dose activity change, negative = inhibition, actives largely listed as inhibitors | 4.4% of 360,000 active | AID 504333; also: potency is read from the fitted curve at half-maximal effect; % is scaled to controls: 0 for no effect and ±100 for the full control effect; nearly all actives have a fitted effect of over 60% in size
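Inhibition is scored as reduced AlphaScreen emission. The BAZ2B/b-H3(5-23)K14Ac complex (50 nM each) in PBS pH 7.4, 0.01% Tween-20 meets compound (up to 110 uM) for 30 min at RT before bead addition.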
12-LOX inh – blocks human arachidonate 12S-lipoxygenase. purified 12hLO, xylenol orange hydroperoxide absorbance. Potency, µM (series often up to 108 µM), without a hit: at the highest dose activity change, negative = inhibition, usual class: inhibitors. 1.1% of 580,000 active. AID 1671190; also: potency is read from the fitted curve at half-maximal effect; % is scaled to controls: 0 for no effect and ±100 for the full control effect
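Purified human 12hLO at 150 nM in 25 mM Hepes, 0.01% Triton X-100, pH 7.0, preincubated 15 min at room temperature with compound. Reaction started with 40 uM arachidonic acid, 30 min at room temperature. Hydroperoxide measured by Fe-xylenol orange, 573/405 nm absorbance ratio.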
ERG Ets-DNA blk – ERG Ets/DNA interaction inhibition; P11308; fluorescence polarization, His-ERG Ets domain / labelled DNA; Potency, µM (highest dose often 76.9 µM), inactives show top-dose FP activity, negative = inhibition, actives largely listed as inhibitors; 0.028% of 370,000 active; AID 624246; active = well fitted inhibition curve with a large enough effect in the polarisation, with a control signal flat; inconclusive = small, poorly fitted or top-dose-only effect, or effect the other way, or a change in a side signal; inactive = no such curve, though single readings can be large or run the other way; the % refers to the polarisation;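 also: polarization taken with two DNA probes labelled with fluorescein and Texas red; potency is read from the fitted curve at half-maximal effect; % of control where 0% means no effect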
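His-tagged ERG Ets domain (1 uM in the protein solution; 300mM KCl, 50mM Tris-HCl, 1mM EDTA, 1mM DTT, pH 7.5) received compound, then a probe mix of 5 nM fluorescein-DNA and 100nM Texas-615-DNA. Fluorescence polarization was read for both dyes.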
GLS inh – blocks human kidney-isoform glutaminase activity; O94925; GLS enzymatic activity, qHTS titration; Potency, µM (titrated, usually from 45.5 µM), for inactives: at the top dose activity change, negative = inhibition, usual class: inhibitors; 0.21% of 410,000 active; also: potency is read from the fitted curve at half-maximal effect; % is scaled to controls: 0 for no effect and ±100 for the full control effect
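Compounds were pin-transferred onto hKGA, after which L-glutamine (1 mM solution) and a detection mix of glutamate oxidase, HRP and Amplex Red were added. Initial and 30 min RT fluorescence reads were collected.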
RGS4 inh – blocks human RGS4-accelerated GTP hydrolysis; 0.039% of 390,000 active; Potency, µM (series often up to 114 µM), without a hit: top-dose activity change, negative = inhibition, usual class: inhibitors; P49798; Transcreener GDP fluorescence polarization, RGS4-accelerated GTP hydrolysis; also: potency is read from the fitted curve at half-maximal effect; % is scaled to controls: 0 for no effect and ±100 for the full control effect; nearly all actives have a fitted effect of over 75% in size; some results filed as inactive show a strong effect at the top dose
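MLSMR compounds (23 nl, pin-transferred) preincubated 10 min at room temperature with a 500nM (2x) first reagent, then RGS4 at 900nM (2x) plus Transcreener GDP mix added; fluorescence polarization (620/688 nm) read before and after 90 min at 30 °C.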
* hit, by the source's call; ? = inconclusive; · = not tested or not shown; & = joins results of further samples; [ ] = dose if it differs, or a comment. Unless noted, calls follow the shape of the dose curve; as a rule, active = well fitted curve in the direction sought with a large enough effect; inconclusive = small, poorly fitted or top-dose-only effect, or another doubt; inactive = no such curve, though single readings can be large; an effect the other way counts as inactive or inconclusive. An excerpt. The share of hits here may be higher or lower than overall.

SMILES	PI4K2A inh	G9a block	HP1b binding inh	JMJD2A Tudor	BAZ2B block	12-LOX inh	ERG Ets-DNA blk	GLS inh	RGS4 inh
CN1N=C(C(C)(C)C)CSC1=Nc1ccccc1	3	52%[activator]	70%[activator]	40%[activator]	35%	305%[activator]	12%	8%	-4%
Cc1ccc(NNC(=O)c2ccno2)cc1C	-2	6.3µM*	-3%	79µM*	1%	460%[activator]	5%	?	?
CC(O)CN(CCC(N)=O)CCC(N)=O (stereo unspecified)	3	35µM*	-27%	?	56µM*	?	-8%	0%	-9%[56.9 µM]
Cc1cccc(N2CCCn3c2nc2c3c(=O)[nH]c(=O)n2C)c1	11	?	11%	-22%	-3%	-6%	9%	0%	-1%
CS(=O)(=O)N1CCCC(C(=O)Nc2ccccc2)C1 (stereo unspecified)	4	·	32%	-8%	2%	0%	-2%	1%	-11%
Oc1ccc(N2CCN(c3ccnc4cc(Cl)ccc34)CC2)cc1	4	8.9µM*	?	56µM*	?	?	-3%	16%	-30%
O=C(CSc1ncnc2ccccc12)c1ccco1	0	13µM*	?	?	-22%	·	-4%	-11%	?
COCCCNC(=O)c1nc2c(nnn2Cc2cc(C)ccc2C)c(=O)[nH]1	-1	-33%[59 µM]	19%	-31%	-18%	2%	·	12%	13%
CCCCC1=CC2=CC(=O)C(C)(OC(=O)c3cccs3)C(=O)C2=CO1 (stereo unspecified)	-17	·	7%	?	·	28µM*	37%[activator]	-25%	-37%
COc1ccccc1CNC(=O)CSc1nc2nc(C)c(Cc3ccccc3Cl)c(C)n2n1	-4	-22%[59 µM]	32%	-14%	-7%	6%	-12%	3%	1%
Cc1nnc(SCC(=O)NC2CCCC2)s1	5	-22%[59 µM]	11%	3%	-2%	42%	-5%	3%	-21%
CCn1nnnc1NCc1c(OC)ccc2ccccc12	-3	-3%	4%	-14%	-10%	-19%	3%	-1%	-12%
Cc1c(C(=O)OC2CCCC2)[nH]c2c1C(=O)CC(c1ccc(C(C)(C)C)cc1)C2 (stereo unspecified)	-1	4%[59 µM]	21%	-21%	0%	3%	-4%	-1%	16%
COc1ccc(C2=NN(C(=O)CN3CCCCC3)C(c3ccc(OC)cc3)C2)cc1 (stereo unspecified)	1	-1%	49%[activator]	-19%	-36%	22%	7%	0%	11%
O=C(CNS(=O)(=O)c1ccccc1)N/N=C/c1ccccc1[N+](=O)[O-]	-3	26%	-17%	-13%	2%	-9%	10%	0%	0%
COc1ccc(CNC(=O)CSc2nc3c(oc4ccccc43)c(=O)n2CC2CCCO2)cc1 (stereo unspecified)	5	-1%	14%	-7%	7%	-16%	2%	-2%	-37%
Cc1cc(N2C(=O)c3ccc(C(=O)Nc4ccc(CC(=O)O)cc4)cc3C2=O)no1	3	·	12%	-21%	2%	493%[activator]	22%	10%	15%
CCOC(=O)N1CCc2c(sc(NCc3ccc(OCC)cc3)c2C(=O)Nc2ccc(OC)cc2OC)C1	-5	7.9µM*	-4%	?	-37%	-27%	3%	-10%	?
N#CCCN(C(=O)COC(=O)CCc1c[nH]c2ccccc12)c1ccc(F)cc1	-3	?	-4%	-29%	?	0%	4%	-1%	?
CN(CCO)C(=O)c1c(NC(=O)c2ccccc2)sc2c1CCCC2	1	20%[59 µM]	42%[activator]	-21%	?	-3%	14%	-15%	1%
S=c1[nH]ccn1-c1c(Cl)cccc1Cl	3	10µM*	25%[57 µM]	2%	-12%	-24%	8%	5%	-25%
COc1ccc(Nc2ccnc(Nc3ccc(OC)cc3)n2)cc1	12	?	?	?	45µM*	3%	?	-21%	-6%
N#CCCCSC1=C(C#N)C(c2ccccc2Cl)CC(=O)N1 (stereo unspecified)	-4	-33%	16%	-13%	0%	-2%	1%	0%	-7%
CC1CCN(CC(=O)Nc2ccc(C(=O)N3CCCCC3)cc2)CC1	-9	28µM*	?	1µM*	50µM*	?	12%	0%	8%
COc1cccc(NC(=O)CNC(=O)c2ccc(C)o2)c1	0	11%	35%	-1%	-2%	0%	15%	-5%	-12%

Among those listed so far, 2 have a cyano group.
SMILES	PI4K2A inh	G9a block	HP1b binding inh	JMJD2A Tudor	BAZ2B block	12-LOX inh	ERG Ets-DNA blk	GLS inh	RGS4 inh
N#CCCN(C(=O)COC(=O)CCc1c[nH]c2ccccc12)c1ccc(F)cc1	-3	?	-4%	-29%	?	0%	4%	-1%	?
N#CCCCSC1=C(C#N)C(c2ccccc2Cl)CC(=O)N1 (stereo unspecified)	-4	-33%	16%	-13%	0%	-2%	1%	0%	-7%

The listing picks up; the 2 compounds before the break are reprinted first.
SMILES	PI4K2A inh	G9a block	HP1b binding inh	JMJD2A Tudor	BAZ2B block	12-LOX inh	ERG Ets-DNA blk	GLS inh	RGS4 inh
CC1CCN(CC(=O)Nc2ccc(C(=O)N3CCCCC3)cc2)CC1	-9	28µM*	?	1µM*	50µM*	?	12%	0%	8%
COc1cccc(NC(=O)CNC(=O)c2ccc(C)o2)c1	0	11%	35%	-1%	-2%	0%	15%	-5%	-12%
COc1ccc(NS(=O)(=O)c2ccc(NC(=S)NC(=O)/C=C/c3ccc(C)cc3)cc2)nn1	3	16%	11%	-13%	1%	?	-2%	-17%	-28%
CCOC(=O)c1cccc(NC(=O)[C@@H](c2ccccc2)N2Cc3ccccc3C2=O)c1	-1	-36%[59 µM]	8%	-33%	?	-13%	?	0%	-1%
Cc1cccc(CNC(=O)C2CCC(=O)N(C3CCCCCC3)C2)c1 (stereo unspecified)	-3	·	33%	6%	0%	2%	17%	-1%	6%
Cc1c(C(=O)O)oc2ccc(S(=O)(=O)N3CCC(C)CC3)cc12	-6	8%[59 µM]	10%	-14%	-17%	2%	-3%	-2%	-20%
CCn1c2ccccc2c2cc(CNCCCN3CCOCC3)ccc21	0	?	36%	-9%	-26%	0%	6%	5%	-2%
Cc1ccccc1NC(=O)C1CCN(S(=O)(=O)c2ccc3c(c2)NC(=O)C(C)S3)CC1 (stereo unspecified)	3	-3%	26%	-19%	-13%	-4%	2%	-12%	12%[11.4 µM]
CCc1nn2c(=O)c(S(=O)(=O)Nc3ccc(C)c(C)c3)c(C)nc2s1	2	?	4%	-13%	?	-17%	-2%	9%	32%
CCN(CC)S(=O)(=O)c1nnc(NC(=O)COc2ccccc2Cl)s1	0	2.8µM*	?	32µM*	?	4%	-6%	5%	1%
Cc1cccn2c(CN3CCNC(=O)CC3)c(C(=O)N(C)CCc3ccccc3)nc12	2	-24%	28%	-9%	-1%	-12%	-11%	-6%	-14%
COCCNC(=O)c1cc(-c2ccccc2)nn1Cc1cc(C)no1	2	·	41%[activator]	6%	·	-7%	15%	-4%	3%
C=CC[C@@H](Cc1ccc(F)cc1)C(=O)OC[C@@H]1CCCN1C(=O)[C@@H](CC=C)CC(=O)N(CCO)Cc1ccccc1	0	·	11%	-29%	·	-22%	13%	7%	18%
Cc1nn(-c2ccccc2)c(Cl)c1/C=N/NC(N)=O	3	-5%	9%	-9%	-20%	0%	6%	10%	11%
COc1cc2c(cc1NC(=O)COc1ccccc1OC)oc1ccccc12	4	-8%[59 µM]	43%[activator]	-10%	-6%	-2%	-11%	2%	-11%
CCN1C(=O)[C@H]2[C@H]3CN=C(SCc4ccccc4)N3[C@@](C)(C(=O)OC)[C@H]2C1=O	3	·	15%	?	·	?	6%	3%	-6%
Clc1ccc(SCc2cn3ccsc3n2)cc1	2	-9%	64%[activator]	-12%	-13%	0%	-16%	2%	-25%
Cc1ccc2nc(Cl)nc(-c3ccccc3)c2c1	2	20%	14%	-6%	1%	6%	-5%	0%	13%
COc1ccc(/C=C2\SC(=O)N(CCNC(=O)Cc3coc4cc(C)ccc34)C2=O)cc1OC	-7	10µM*	10%	-28%	-38%	?	-1%	1%	-28%
O=C1NC2(CCCCC2)C(=O)N1c1ccc(Cl)cc1	3	-9%	26%	-8%	8%	40%[activator]	12%	-4%	15%
NS(=O)(=O)c1ccc(CCNC(=O)c2cc(-c3ccco3)nc3ccccc23)cc1	-3	?	0%	?	1%	?	12%	0%	-7%
Cc1ccc(S(=O)(=O)N2CCN(C(=O)CN3C(=O)c4ccccc4C3=O)CC2)c(C)c1	5	41%[activator][12.7 µM]	33%	-11%	0%	-5%	0%	-9%	-1%
CCN(CC)c1cc(C)c2ccccc2n1	-2&-6	1.1µM*	36%[activator]	?	-1%	?	-1%	3%	-1%[56.9 µM]
COc1cc(OC)c(NC(=O)n2ncc3cc(Cl)ccc32)cc1Cl	2	9%[59 µM]	99%[activator]	26%	2%	-10%	0%	-2%	5%
COCCCN1C(=O)c2ccc(C(=O)Nc3ccc(OC)cc3)cc2C1=O	-9	20%[59 µM]	32%	-14%	5%	0%	2%	-5%	9%
COc1ccc(CCNc2nc(SCc3ccc(F)cc3)nc3ccccc23)cc1OC	-5	-3%[59 µM]	55%[activator]	-19%	19%	-19%	-4%	4%	-11%
O=C(c1ccco1)N1CCN(Cc2nnc(-c3ccccc3F)o2)CC1	1	71µM*	-4%	?	2%	?	1%	3%	22%
CN1CCC(=O)N([C@H](CSc2ccc(Br)cc2)c2ccccc2)CC1	0	-3%[59 µM]	15%	-21%	-14%	0%	10%	2%	5%
CCc1ccccc1N(C)C(=O)CCc1nc(-c2ccc(C)cc2)no1	-4	77%[activator][59 µM]	55%[activator]	8%	118%[activator]	-20%	0%	4%	-44%
Cc1ccc(NC(=O)COC(=O)CSCC(=O)Nc2cc(C)on2)c(C)c1	-2	?	38%	0%	5%	6%	2%	5%	4%
